Anthrax LF prot: anthrax lethal factor protease inhibition. P15917. multiplex microsphere protease cleavage assay, LF. inhibition, % at 10 µM. actives 0.12% (n = 360,000). AID 588501; further: plate controls were buffer without enzyme for full effect and enzyme alone for no effect
SARS 3CLpro inh: SARS-CoV 3CLpro protease inhibition; P0C6X7; recombinant SARS-CoV 3CLpro, quenched FRET peptide cleavage; inhibition, % at 6 µM; actives 0.14% (n = 290,000); in the data active means inhibition above about 12%
PfHsp40 yeast: compounds rescuing yeast from Plasmodium falciparum HSP40 toxicity; S. cerevisiae expressing PfHsp40, growth rescue, ATP luminescence; growth rescue, % at 12.5 µM; actives 0.68% (n = 340,000); AID 504582; in the data active means growth rescue above about 28%, passing the limit was not always enough; inconclusive means no clear call, values can overlap the other calls;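 further: yeast W303a lacking pdr1 and pdr3 grown in galactose medium; growth measured after three days at 30 °C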
BH1578 lux ind: induces V. cholerae light production without autoinducers | V. cholerae BH1578 lux reporter, luminescence, 6 h | activation, % at 18.7 µM | actives 0.16% (n = 350,000) | AID 588436; in the data active means activation mostly above about 9.7%, no sharp cut-off; inconclusive means no clear call, values can overlap the other calls; inactive means mostly below about 3.7%; further: not every result past the cut was called active; inactives centre near 0; reference of the scale not given here
PriA SSB inh: blocks PriA binding to SSB C-terminal tail; inhibition, % at 33 µM; AlphaScreen SSBct-PriA binding, biotinylated peptide; actives 0.6% (n = 430,000); in the data active means inhibition mostly above about 37%, no sharp cut-off; inactive means mostly below about 20%;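 further: plate controls were negative control peptide for no effect and reference peptide for full effect; strong numbers were not always called active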
DUSP3 inh: inhibitors of human VHR1 phosphatase (DUSP3). recombinant VHR phosphatase, pNPP absorbance. inhibition, % at 13.3 µM. P51452. actives 0.52% (n = 290,000); in the data active means inhibition above about 50%; further: some compounds called inactive have numbers as strong as hits
Y pestis TopoI: inhibitors of Yersinia pestis topoisomerase I; Y. pestis Topo-I cleavage product accumulation, plate reader; actives 0.064% (n = 360,000); activity, % at 10 µM; in the data active means activity above about 50%, passing the limit was not always enough; inconclusive means no clear call, values can overlap the other calls; further: inactives centre near 2
CCHFV vOTU inh: CCHFV vOTU protease inhibition. Pep-AMC fluorescence. inhibition, % at 11.5 µM. actives 0.55% (n = 370,000). AID 651958; in the data active means inhibition above about 30%; further: 0% = vehicle wells with enzyme and 100% = no enzyme wells
TcdB inh: blocks C. difficile toxin B glycohydrolase activity. P18177. AID 652162. actives 0.24% (n = 350,000). TcdB glycohydrolase enzymatic assay, plate reader. inhibition, % at 9.99 µM; in the data active means inhibition above about 10%
Target sequence (P18177 whole entry, looked up): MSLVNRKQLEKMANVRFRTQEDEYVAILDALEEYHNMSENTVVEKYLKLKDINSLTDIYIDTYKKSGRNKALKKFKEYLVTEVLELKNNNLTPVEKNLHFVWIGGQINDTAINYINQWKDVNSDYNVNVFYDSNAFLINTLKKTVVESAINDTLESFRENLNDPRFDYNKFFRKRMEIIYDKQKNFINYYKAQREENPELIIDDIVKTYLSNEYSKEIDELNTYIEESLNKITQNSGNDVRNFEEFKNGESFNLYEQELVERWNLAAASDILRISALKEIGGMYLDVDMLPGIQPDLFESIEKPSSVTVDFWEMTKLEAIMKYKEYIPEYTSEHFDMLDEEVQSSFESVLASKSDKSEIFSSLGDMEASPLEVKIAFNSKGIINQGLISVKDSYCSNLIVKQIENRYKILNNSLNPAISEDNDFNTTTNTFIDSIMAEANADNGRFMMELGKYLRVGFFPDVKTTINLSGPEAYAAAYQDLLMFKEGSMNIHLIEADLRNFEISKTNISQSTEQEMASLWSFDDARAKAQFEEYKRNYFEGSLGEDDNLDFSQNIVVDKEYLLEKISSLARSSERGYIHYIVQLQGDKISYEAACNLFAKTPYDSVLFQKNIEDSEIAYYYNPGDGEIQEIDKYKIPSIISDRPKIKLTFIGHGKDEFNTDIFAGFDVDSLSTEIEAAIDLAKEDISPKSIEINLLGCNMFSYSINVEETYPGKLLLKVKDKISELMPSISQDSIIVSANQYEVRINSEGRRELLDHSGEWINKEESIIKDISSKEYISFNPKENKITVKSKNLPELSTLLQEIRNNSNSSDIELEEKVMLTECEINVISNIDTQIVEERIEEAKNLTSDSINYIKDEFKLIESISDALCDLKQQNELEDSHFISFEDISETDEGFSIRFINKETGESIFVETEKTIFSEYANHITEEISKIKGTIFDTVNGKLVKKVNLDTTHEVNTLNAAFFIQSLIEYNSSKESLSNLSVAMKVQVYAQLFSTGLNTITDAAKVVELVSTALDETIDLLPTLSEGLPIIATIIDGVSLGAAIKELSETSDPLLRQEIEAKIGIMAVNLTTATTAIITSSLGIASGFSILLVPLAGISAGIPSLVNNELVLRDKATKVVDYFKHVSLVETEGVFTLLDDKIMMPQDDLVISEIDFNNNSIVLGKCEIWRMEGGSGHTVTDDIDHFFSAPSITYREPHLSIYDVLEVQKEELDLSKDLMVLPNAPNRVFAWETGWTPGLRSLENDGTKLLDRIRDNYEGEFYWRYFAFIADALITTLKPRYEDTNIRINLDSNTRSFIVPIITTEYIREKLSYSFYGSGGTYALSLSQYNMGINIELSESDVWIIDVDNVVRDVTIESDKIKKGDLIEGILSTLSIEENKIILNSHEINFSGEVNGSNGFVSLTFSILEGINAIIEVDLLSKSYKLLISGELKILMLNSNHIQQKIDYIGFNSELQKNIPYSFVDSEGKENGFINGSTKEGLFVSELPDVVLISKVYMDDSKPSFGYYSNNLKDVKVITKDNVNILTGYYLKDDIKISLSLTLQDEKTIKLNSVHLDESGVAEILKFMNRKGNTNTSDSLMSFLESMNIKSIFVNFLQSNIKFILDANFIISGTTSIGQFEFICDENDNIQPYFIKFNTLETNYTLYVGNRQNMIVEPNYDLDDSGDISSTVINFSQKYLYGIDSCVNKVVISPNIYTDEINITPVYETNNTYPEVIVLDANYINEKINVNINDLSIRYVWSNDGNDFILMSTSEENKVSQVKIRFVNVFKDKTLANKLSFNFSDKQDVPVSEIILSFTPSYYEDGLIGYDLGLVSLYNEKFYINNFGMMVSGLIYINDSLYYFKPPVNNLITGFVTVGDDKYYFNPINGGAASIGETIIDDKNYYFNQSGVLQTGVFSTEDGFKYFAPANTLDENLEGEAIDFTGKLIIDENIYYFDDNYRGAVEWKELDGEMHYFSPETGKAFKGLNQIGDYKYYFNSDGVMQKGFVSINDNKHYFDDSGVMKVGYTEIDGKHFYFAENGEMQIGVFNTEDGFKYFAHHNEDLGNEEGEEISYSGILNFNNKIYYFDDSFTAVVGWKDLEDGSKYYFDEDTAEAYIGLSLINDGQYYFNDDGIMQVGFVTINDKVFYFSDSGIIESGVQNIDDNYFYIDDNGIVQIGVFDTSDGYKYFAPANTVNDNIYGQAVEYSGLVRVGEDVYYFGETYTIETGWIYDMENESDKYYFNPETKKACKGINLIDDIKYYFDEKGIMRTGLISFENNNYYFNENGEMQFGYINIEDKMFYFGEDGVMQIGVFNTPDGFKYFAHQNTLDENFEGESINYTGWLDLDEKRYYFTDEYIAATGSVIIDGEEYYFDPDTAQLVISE
BoNT A protease: inhibitors of Botulinum neurotoxin A light chain protease; AID 588499; multiplex microsphere protease substrate cleavage, flow cytometry; actives 0.17% (n = 360,000); inhibition, % at 10 µM; further: plate controls were buffer without enzyme for full effect and enzyme alone for no effect
The depositor's hits bear a star; i = inactive; ? = inconclusive; nt = no result given; & = joins results of further samples. Unless noted, no stated cut-off is given here; in the data, active means inhibition above about 30%; inconclusive means no clear call, values can overlap the other calls; inactive means below that. The list is partial (hit frequency here may not be typical).

SMILES	Anthrax LF prot	SARS 3CLpro inh	PfHsp40 yeast	BH1578 lux ind	PriA SSB inh	DUSP3 inh	Y pestis TopoI	CCHFV vOTU inh	TcdB inh	BoNT A protease
O=C(Cn1nnc2ccccc21)C1CC1	-3	3	-0.5	-0.5	-14	24	0	-1	nt	-0.2
CC(C)C[C@@H](CNCC(=O)[C@H](CC(C)C)NC(=O)c1[nH]cnc1C(=O)N[C@@H](C)CN)NC(=O)c1nc[nH]c1C(=O)N[C@@H](Cc1ccccc1)C(=O)O	-5	nt	-0.7	i	6	nt	2	-4	0.2	-0.6
COc1cc(NC(=O)c2cccnc2SC)cc(OC)c1OC	0	4	-0.3	0.3	-6	17	-4	-3	1.2	-0.5
COc1ccc(CCNC(=O)CC(C)(C)CC2=NS(=O)(=O)c3ccccc3N2)cc1OC	-1	3	1.7	-0.1	-5	18	8	5	1.3	-3.8
CCCCn1c(N2CCCC2)nc2c1c(=O)[nH]c(=O)n2C	-9	-2	-0.8	i	4	13	5	5	-1.1	0.6
CC(c1ccccc1)n1c(-c2ccccc2F)n[nH]c1=S (stereo unspecified)	3	1	1.0	-0.1	7	1	-2	-4	-6.8	-2.9
C[C@H](CO)N1C[C@H](C)[C@@H](CN(C)CC2CCCCC2)Oc2c(NC(=O)C3CC3)cccc2C1=O	-8	nt	0.6	-2.1	14	nt	14	-3	0.3&1.4	0.1
O=c1c2ccccc2ncn1CCCSc1ccc(Cl)cc1	4	-2	1.1	-0.6	-9	17	29	-2	nt	0.2
O=C(Cc1ccccc1)Nn1cnc2ccccc21	-2	3	14	-0.4	-14	2	-5	27	nt	-0.5
CC1(C(=O)NS(=O)(=O)c2ccccc2)CCN1C(=O)C1(c2ccccc2)CCCC1 (stereo unspecified)	-1	nt	nt	1.3	nt	nt	-5	1	-0.9	0.0

Compound profiles, from the list above. Order of screens: Anthrax LF prot | SARS 3CLpro inh | PfHsp40 yeast | BH1578 lux ind | PriA SSB inh | DUSP3 inh | Y pestis TopoI | CCHFV vOTU inh | TcdB inh | BoNT A protease
Shown for `COc1cc(NC(=O)c2cccnc2SC)cc(OC)c1OC` = 0 | 4 | -0.3 | 0.3 | -6 | 17 | -4 | -3 | 1.2 | -0.5
Shown for `CCCCn1c(N2CCCC2)nc2c1c(=O)[nH]c(=O)n2C` = -9 | -2 | -0.8 | i | 4 | 13 | 5 | 5 | -1.1 | 0.6
Shown for `O=C(Cn1nnc2ccccc21)C1CC1` = -3 | 3 | -0.5 | -0.5 | -14 | 24 | 0 | -1 | nt | -0.2

Two of the compounds above, with values under each structure:
The line under a structure holds: Anthrax LF prot	SARS 3CLpro inh	PfHsp40 yeast	BH1578 lux ind	PriA SSB inh	DUSP3 inh	Y pestis TopoI	CCHFV vOTU inh	TcdB inh	BoNT A protease
> CC(C)C[C@@H](CNCC(=O)[C@H](CC(C)C)NC(=O)c1[nH]cnc1C(=O)N[C@@H](C)CN)NC(=O)c1nc[nH]c1C(=O)N[C@@H](Cc1ccccc1)C(=O)O
→ -5	nt	-0.7	i	6	nt	2	-4	0.2	-0.6
> O=C(Cn1nnc2ccccc21)C1CC1
→ -3	3	-0.5	-0.5	-14	24	0	-1	nt	-0.2

Next entries
SMILES	Anthrax LF prot	SARS 3CLpro inh	PfHsp40 yeast	BH1578 lux ind	PriA SSB inh	DUSP3 inh	Y pestis TopoI	CCHFV vOTU inh	TcdB inh	BoNT A protease
COc1ccc(C(=O)Nn2cnnc2)cc1OC	2	-5	-0.7	i	-4	29	0	1	1.1	0.6
CN(CCN1CCOCC1)C(=O)C1CCC(=O)N(Cc2ccc(Cl)cc2)C1 (stereo unspecified)	-2	nt	nt	-0.5	nt	nt	9	16	-1.9	-0.4
Cc1cc(C)nc(-n2nc(C)cc2NC(=O)CNC2CCCCC2)n1	5	2	0.9	i	6	16	-3	2	nt	0.8
CCOc1ccc(/C=C2/Sc3ccc(C(=O)NCC4CCCO4)cc3N(C)C2=O)cc1OC (stereo unspecified)	-1	5	6.2	-0.5	3	-9	17	3	0.5	-0.6
CC(C)NS(=O)(=O)c1ccc(OCC(=O)N2CCCC2)cc1	-4	3	0.5	-0.3	5	4	-1	10	nt	?
NC(=O)c1ccc(NC(=O)COC(=O)c2ccc3c(c2)OCCO3)cc1	-6	-1	0.1	-0.2	2	4	3	0	0.4	0.7
O=C(c1ccccc1)C(Nc1cccc([N+](=O)[O-])c1)c1ccccc1 (stereo unspecified)	0	nt	0.1	-4.3	-3	nt	5	9	2.0	1.8
C[N+](C)(C)CCCN(Cc1ccc2c(c1)OCO2)C(=O)NC1CCCCC1	9	0	1.7	-0.3	-10	5	-7	-13	1.9	-2.0
COc1ccc(-n2cnc(=S)[nH]c2=S)cc1	-4	nt	2.6	i	2	nt	-4	-4	-11	0.5
CCCn1cc(CN2CCC(N3CCC(C(=O)N4CCOCC4)CC3)CC2)c(C)n1	2	-1	1.0	-3.3	-8	13	-4	10	-0.3	0.8

Looked up one by one from above (6):
SMILES	Anthrax LF prot	SARS 3CLpro inh	PfHsp40 yeast	BH1578 lux ind	PriA SSB inh	DUSP3 inh	Y pestis TopoI	CCHFV vOTU inh	TcdB inh	BoNT A protease
C[N+](C)(C)CCCN(Cc1ccc2c(c1)OCO2)C(=O)NC1CCCCC1	9	0	1.7	-0.3	-10	5	-7	-13	1.9	-2.0
NC(=O)c1ccc(NC(=O)COC(=O)c2ccc3c(c2)OCCO3)cc1	-6	-1	0.1	-0.2	2	4	3	0	0.4	0.7
COc1ccc(-n2cnc(=S)[nH]c2=S)cc1	-4	nt	2.6	i	2	nt	-4	-4	-11	0.5
O=C(c1ccccc1)C(Nc1cccc([N+](=O)[O-])c1)c1ccccc1 (stereo unspecified)	0	nt	0.1	-4.3	-3	nt	5	9	2.0	1.8
Cc1cc(C)nc(-n2nc(C)cc2NC(=O)CNC2CCCCC2)n1	5	2	0.9	i	6	16	-3	2	nt	0.8
CCCn1cc(CN2CCC(N3CCC(C(=O)N4CCOCC4)CC3)CC2)c(C)n1	2	-1	1.0	-3.3	-8	13	-4	10	-0.3	0.8

Carrying on.
SMILES	Anthrax LF prot	SARS 3CLpro inh	PfHsp40 yeast	BH1578 lux ind	PriA SSB inh	DUSP3 inh	Y pestis TopoI	CCHFV vOTU inh	TcdB inh	BoNT A protease
C=CCN(CC=C)C(=O)Nc1ccc(OCC)cc1	-1	-5	-0.6	-0.3	-1	-4	4	-10	0.0	-2.1
CC(=O)Nc1sc2c(c1-c1nc3ccccc3s1)CCN(C(C)C)C2	-3	-5	-0.2	-0.1	-8	12	2	nt	nt	3.8
Cc1nn(S(=O)(=O)c2cccs2)c(C)c1Sc1ccc([N+](=O)[O-])cc1	-3	-2	2.1	0.2	-10	21	-12	18	1.0	0.1
CCOC(=O)[C@@H]1[C@H]2COc3ccccc3[C@H]2N2C(=O)N(c3cccc(Cl)c3)C(=O)[C@]12C	3	nt	1.7	-1.4	-26	nt	-1	-4	-0.1	0.3
Cc1cccc(N2CCN(S(=O)(=O)c3c(C)[nH]c(C)c3C(=O)N3CCCC3)CC2)c1C	2	0	1.6	-0.6	-4	7	0	7	2.8	-1.0
Cc1ccc(NC2=NC(c3ccc(O)cc3)n3c(nc(C)cc3=O)N2)cc1 (stereo unspecified)	1	-1	2.1	i	-14	8	0	-6	nt	?
CSc1ccc(CNc2cccc3ccccc23)cc1	-2	0	-0.6	-3.8	18	16	-4	2	1.2	-2.3
c1ccc2c(-c3ccc4nncn4c3)cncc2c1	-2	nt	nt	-4.5	nt	nt	-1	-9	0.6	0.2
S=C(NCCCn1ccnc1)Nc1ccc(Cl)cc1Cl	2	4	-1.7	-0.5	-2	32	2	7	1.3	0.7
CC(C)OCCCn1c(=NC(=O)c2ccncc2)c(C#N)cc2c(=O)n3ccccc3nc21	-4	4	-0.1	3.3	-9	15	-3	-14	nt	1.2
C[C@@H](NC(=O)C1(c2ccccc2)CCN(C(=O)OC(C)(C)C)CC1)C(=O)N[C@@H](Cc1ccccc1)C(=O)O	-7	-1	0.2	-0.6	2	49	4	6	0.0	-0.6
